# Screening results as filed in PubChem BioAssay.
# KCNH2 3.1 block = qHTS for Inhibitors of KCHN2 3.1: Mutant qHTS; U2OS KCNH2 3.1, thallium flux FluxOr; hits give low values; 340,000 tested, 0.95% active; activity change, % (tested at about 1.8 µM); AID 720553, 2013;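 active means maximum activity change below -70%; inconclusive means maximum activity change from -70% to -50%; inactive means maximum activity change above -50%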;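 further: thallium influx rate constant from kinetic fluorescence after stimulation buffer; on the % scale 0 is the no-effect control and ±100 the full control effect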
#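 We transduce U2OS cells with the mutant 3.1 virus, culture them overnight, load FluxOr with Red40 quencher for 45 min, then add stimulation buffer and read kinetically for 2 min to derive a normalized rate constant.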
# ELG1 DNA repair = qHTS screen for small molecules that inhibit ELG1-dependent DNA repair in human embryonic kidney (HEK293T) cells expressing luciferase-tagged ELG1. Potency, µM (doses to about 46.1 µM), inactives show top-dose activity change, negative = inhibition, hits mostly inhibitors. HEK293T ELG1-luciferase reporter, luminescence, 16 h; DNA damage induced by 5-fluorouridine. 330,000 tested, 2.3% active; further: potency means the concentration at half of the fitted maximal effect; on the % scale 0 is the no-effect control and ±100 the full control effect; nearly all actives have a fitted effect of over 55% in size
#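 Cells (2,000 per well) received 5-fluorouridine plus test compound or DMSO and were incubated 16 hr at 37 °C, 5% CO2. Luciferase activity was read by luminescence 30 min after ONE-Glo addition; signal suppression marked inhibition of damage-induced ELG1 function.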
# USP2a inh = qHTS Assay for Inhibitors of Ubiquitin-specific Protease USP2a Using CHOP2 as the Reporter; Ubiquitin carboxyl-terminal hydrolase 2 (Homo sapiens), O75604; USP2 core, Ub-CHOP2 coupled fluorogenic reporter, 485/531; Potency, µM (series often up to 38.3 µM), for the others: top-dose activity change, negative = inhibition, usual class: inhibitors; 330,000 tested, 0.01% active; AID 463254, 2010;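 further: potency means the concentration at half of the fitted maximal effect; plate controls were DMSO wells for no effect and full inhibition by NEM control for full effect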
#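 Cell-free coupled assay: 10nM USP2 core preincubated 30min RT with compound in Tris-HCl pH 8.0/CaCl2/CHAPS buffer, then 25nM Ub-CHOP2 and 25nM reporter substrate; fluorescence (Ex 485/Em 531) read after 60min RT, normalized to NEM inhibition, concentration-response curves fitted.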
# TCR act = Activators of T cell receptors: qHTS campaign. primary human leukocytes, anti-CD3, IL-2 HTRF, 48 h. Potency, µM (top dose mostly 9.22 µM), for the others: top-dose activation of IL-2 secretion, most hits filed as activators. 330,000 tested, under 10 active. AID 504894, 2011; further: % of control where 0% means no effect
#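 Readout: HTRF IL-2, Eu-cryptate/d2 antibody pair, 320nm excitation, 665nm emission. Stimulus: a-CD3 beads, no co-stimulation. Cells: primary human leukocytes. Exposure: 48 hr with compound.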
# Mito fusion act = qHTS Assay for Small Molecule Inhibitors of Mitochondrial Division or Activators of Mitochondrial Fusion. S. cerevisiae fusion-defective mutant growth rescue, CellTiterGlo 48 h. 320,000 tested, 0.23% active. Potency, µM (doses to about 46.1 µM), for the others: at the highest dose growth rescue (activation), actives largely listed as activators;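 further: potency means the concentration at half of the fitted maximal effect; % of control where 0% means no effect; nearly all actives have a fitted effect of over 45% in size; temperature-sensitive fusion mutants such as fzo1-1 at 37 °C on non-fermentable ethanol glycerol medium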
#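 Temperature-sensitive fusion-defective S. cerevisiae (e.g. fzo1-1, mgm1-5) were grown with compound in YPEG medium (3% ethanol, 3% glycerol) for 48 hours at 37C. Growth rescue was measured as viability by CellTiterGlo luminescence after 10 minutes at ambient.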
# AT treatment = qHTS Assay for Identifying a Potential Treatment of Ataxia-Telangiectasia. […] A-T fibroblasts, KAP-1 phosphorylation AlphaLISA; neocarzinostatin DNA damage 30 min before lysis. Potency, µM (highest dose often 57.5 µM), for the others: at the highest dose activation, usual class: activators. 320,000 tested, 0.19% active. AID 485349, 2010; further: potency means the concentration at half of the fitted maximal effect; % of control where 0% means no effect; nearly all actives have a fitted effect of over 45% in size
#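 hTERT-immortalized A-T patient fibroblasts ([…]), 500 cells/well in OPTI-MEM, 1% FBS, got compounds for 60 min, then NCS for 30 min at 37C. Lysates were then assayed for phospho-KAP-1 by AlphaLISA (anti-pKAP1 donor, anti-KAP1 acceptor beads), 6 hr at 25C.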
# hERG WT inh = qHTS for Inhibitors of KCHN2 3.1: Wildtype qHTS; AID 720551, 2013; activity change, % at 1.84 µM; 340,000 tested, 0.37% active; U2OS, BacMam KCNH2, thallium flux FluxOr; hits give low values; Voltage-gated inwardly rectifying potassium channel KCNH2 (Homo sapiens), Q12809;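 active means maximum activity change below -70%; inconclusive means maximum activity change between -70% and -50%; inactive means maximum activity change above -50%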; further: on the % scale 0 is the no-effect control and ±100 the full control effect
# Target sequence (Q12809 whole entry, looked up): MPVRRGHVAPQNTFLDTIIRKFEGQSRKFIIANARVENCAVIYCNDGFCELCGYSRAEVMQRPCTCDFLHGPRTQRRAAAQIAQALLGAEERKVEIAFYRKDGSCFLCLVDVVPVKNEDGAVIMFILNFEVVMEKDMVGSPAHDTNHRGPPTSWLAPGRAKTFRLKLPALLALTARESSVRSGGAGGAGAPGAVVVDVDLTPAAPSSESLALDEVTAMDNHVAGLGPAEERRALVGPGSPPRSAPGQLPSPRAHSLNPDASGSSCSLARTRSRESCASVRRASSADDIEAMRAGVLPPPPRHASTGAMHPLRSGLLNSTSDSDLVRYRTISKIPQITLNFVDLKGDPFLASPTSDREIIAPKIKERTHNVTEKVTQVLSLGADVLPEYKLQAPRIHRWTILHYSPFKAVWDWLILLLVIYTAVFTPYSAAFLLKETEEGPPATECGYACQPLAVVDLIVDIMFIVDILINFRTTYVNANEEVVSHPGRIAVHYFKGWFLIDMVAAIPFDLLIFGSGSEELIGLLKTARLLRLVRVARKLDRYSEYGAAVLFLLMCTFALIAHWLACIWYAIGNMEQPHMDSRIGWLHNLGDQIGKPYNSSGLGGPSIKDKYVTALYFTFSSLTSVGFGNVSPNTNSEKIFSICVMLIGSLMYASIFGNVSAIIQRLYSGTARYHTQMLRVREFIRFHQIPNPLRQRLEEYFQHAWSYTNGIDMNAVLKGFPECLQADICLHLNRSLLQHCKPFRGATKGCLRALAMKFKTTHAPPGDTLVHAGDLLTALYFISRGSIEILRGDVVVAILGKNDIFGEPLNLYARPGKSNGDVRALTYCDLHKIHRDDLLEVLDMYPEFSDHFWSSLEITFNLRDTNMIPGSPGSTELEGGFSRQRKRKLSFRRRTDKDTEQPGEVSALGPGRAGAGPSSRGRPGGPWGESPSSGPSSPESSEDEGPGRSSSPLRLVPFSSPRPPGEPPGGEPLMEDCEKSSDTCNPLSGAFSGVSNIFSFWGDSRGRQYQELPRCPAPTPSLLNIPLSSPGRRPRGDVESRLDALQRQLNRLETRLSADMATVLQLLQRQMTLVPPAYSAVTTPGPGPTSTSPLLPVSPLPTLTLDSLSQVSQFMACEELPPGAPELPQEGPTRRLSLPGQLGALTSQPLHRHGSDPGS
#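 U2OS cells were transduced with wild-type KCNH2 virus (2.03 x 10^8 / mL) for 4 h at room temperature, then cultured overnight at 37 C. Thallium flux was read with FluxOr dye. Rate constants were normalized to DMSO controls.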
# TSHR antagonist = Antagonists of the Thyroid Stimulating Hormone Receptor: HTS campaign; Thyrotropin receptor (Homo sapiens), P16473; TSHR-expressing cells, TSH-stimulated cAMP HTRF, 2 h; hits give low values; activity change, negative = inhibition, % at 11.5 µM; 330,000 tested, 0.2% active; AID 504810, 2011;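 active means activity change below a set negative limit, meaning inhibition stronger than a set level, cut at about -70% in these data; inconclusive means activity change between two set negative limits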; further: on the % scale 0 is the no-effect control and ±100 the full control effect
#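 Read-out is FRET at 665 nm (cryptate excitation 337 nm) from a cryptate-tagged anti-cAMP antibody, competed by cell cAMP against cAMP-d2. Compounds are tested on freshly harvested TSHR cells challenged with 4nM TSH (EC80) for 2 hours at 37 deg C.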
# Eya2 phos inh = qHTS Assay for Inhibitors of the Phosphatase Activity of Eya2; AID 488837, 2010; Potency, µM (series often up to 76.9 µM), inactives show at the highest dose activity, negative = inhibition, actives largely listed as inhibitors; Protein phosphatase EYA2 (Homo sapiens), O00167; recombinant Eya2, OMFP fluorescence dephosphorylation (OMFP is methylfluorescein phosphate); 330,000 tested, 0.006% active; further: potency means the concentration at half of the fitted maximal effect; on the % scale 0 is the no-effect control and ±100 the full control effect
#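 Eya2 (0.2 uM) preincubated 10 min at ambient with compound, then OMFP substrate added at 50 uM; 10 min reaction in 50 mM HEPES pH 7.5, 50 mM NaCl, 5 uM MgCl2, 0.05% BSA, 1 mM DTT. Fluorescence read at Ex 485/Em 525 nm.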
# TRPV1 ag = HTS Assay for Compounds that Act as Agonists of the Vanilloid Receptor 1; TRPV1-expressing cells, Fluo-8 calcium influx, agonist mode; Transient receptor potential cation channel subfamily V member 1 (Homo sapiens), Q8NER1; AID 540275, 2011; 320,000 tested, 0.19% active; activation, % at 8.33 µM; in the data active means activation above about 80%; inconclusive means between about 30% and that limit; further: 0% is about no effect
#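 TRPV1-expressing cells were cultured overnight at 35.5C and loaded with Fluo-8 calcium dye for 40 to 90 min at room temperature. After a 10 s baseline, compound was added and calcium influx was read kinetically for 3 min (ex 480/em 520 nm).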
# Active calls of the source: *; ? = inconclusive; . = no result given; [ ] = another dose, or the depositor's remark. Unless noted, the call rests on the fitted dose curve; in most records, active means well fitted curve in the direction sought with a large enough effect; inconclusive means small, poorly fitted or top-dose-only effect, or another doubt; inactive means no such curve, though single readings can be large; an effect the other way counts as inactive or inconclusive. The list is partial; rates above refer to the full screens.
# The line under a structure holds: KCNH2 3.1 block	ELG1 DNA repair	USP2a inh	TCR act	Mito fusion act	AT treatment	hERG WT inh	TSHR antagonist	Eya2 phos inh	TRPV1 ag
Nc1sc(-c2ccccc2)cc1-c1n[nH]c(=S)n1C1CCCCC1
→ 10	21µM*	0%	-10%	2%	17%	9	-10	-16%	3
Cc1ccc(C2=NN(S(C)(=O)=O)C(c3cccs3)C2)cc1 (stereo not drawn)
→ 10	?	-4%	3%	4%	3%	-14	-1	-13%	5
CC1CCCCC1NC(=O)NC(=O)COC(=O)C1=NN(c2ccccc2)C(=O)CC1 (stereo not drawn)
→ -7	21%	0%	8%	0%	-2%	2	17	7%	0
O=C(O)C1=C[C@H](c2ccc(F)cc2)C[C@H](OCCCCO)O1
→ -3	16%	6%	13%	-6%	-5%	.	2	1%	2
COc1ccc(CN2CCNC(=O)C2CC(=O)NC2CCCCCCC2)cc1C (stereo not drawn)
→ 0	15%	2%	4%	-12%	-1%	-5	8	0%	11
Cc1nc(NC(=O)C2CC2)sc1C(=O)Nc1ccccc1Cl
→ -23	?	-2%	.	8%	0%	0	-4	2%	6
Nc1c(C(=O)NCc2ccccc2)nnn1Cc1ccc(F)cc1
→ 15	12%	1%	-1%	4%	2%	16	-8	-21%	13
CCN1CC=C2C(C#N)=C(N)C(C#N)(C#N)[C@H](c3cccc(OC)c3OC)[C@H]2C1
→ -7	0%	13%	2%	-4%	2%	11	3	13%	4
Cc1ccc(Oc2nnc(-c3ccccc3)c3ccccc23)cc1
→ 0	12%	0%	2%	-4%	-3%	-12	-17	-1%	26
CCOc1ccc(C(=O)Nc2ccc3nc(N4CCN(CC)CC4)cc(C)c3c2)cc1
→ -14	-14%	1%	-1%	-2%	-23%	0	7	6%	0
CCOC(=O)c1nnn(-c2nonc2N)c1COc1ccc(F)cc1
→ -3	-17%	-2%	1%	5%	.	12	-13	6%	?
COc1ccc(CCn2c(N)c(C#N)c3nc4ccccc4nc32)cc1OC
→ .	23µM*	2%	0%	-9%	6%	4	-5	0%	0
COc1cccc(C(=O)Nc2ccc(NC(=O)C3CC3)nc2)c1
→ 4	16%	0%	-1%	0%	-5%	2	20	-15%	4
O=C(NCC(=O)N1CCC2(CC1)NCCc1[nH]cnc12)c1ccc(F)cc1
→ -6	1%	5%	5%	-5%	-3%	8	-12	-6%	3
CCOC(=O)c1cc(CC)sc1NC(=O)COC
→ 9	14%	1%	.	0%	-2%	-18	-2	-24%	5
O=C(CN1C(=O)c2cccc3cccc1c23)Nc1ccc2c(c1)OCO2
→ -2	-3%	2%	-5%	1%	-2%	2	4	7%	0
COCCCNC(=O)C[C@H]1C[C@H](C(=O)N2CCOCC2)[C@@]2(C)c3[nH]c4cc(-c5ccco5)ccc4c3CCN2C1=O
→ -38	4%	1%	2%[46.1 µM]	.	10%	3	43	6%	.
O=C(COC(=O)c1ccc([N+](=O)[O-])o1)Nc1nc2ccccc2s1
→ -2	11%	0%	0%	-7%	-4%	0	40	16%	-5
COc1ccccc1N1CCN(C(=O)Nc2ccc(F)c(Cl)c2)CC1
→ -14	-4%	2%	5%	-1%	-3%	8	-10	-10%	?
CCOc1ccc(C2C(C(=O)c3ccco3)=C(O)C(=O)N2CCN2CCOCC2)cc1 (stereo not drawn)
→ -30	?	-1%	-3%	1%	-2%	-3	1	-3%	0
O=C(COC(=O)c1cccc(S(=O)(=O)N2CCCC2)c1)Nc1ccccc1
→ -7	12%	-1%	-3%	-6%[9.22 µM]	-3%	3	10	12%	17
Cn1c(N)c(C(=O)COC(=O)c2cccc(S(=O)(=O)N3CCCCC3)c2)c(=O)n(C)c1=O
→ 20	?	3%	0%[46.1 µM]	0%	3%	0	-14	-1%	-4
CC(C)NC(=O)COC(=O)/C=C/c1ccc(F)cc1
→ 3	13%	2%	-8%[46.1 µM]	-7%	2%	0	-6	-11%	1
Cn1c(CN2CCN(CCO)CC2)c(C#N)c2ccccc21
→ -11	1%	2%	0%	0%	-4%	-5	-1	-1%	-3
CCC(C(=O)NCc1ccco1)n1nc(C)c2c(C)n(-c3ccccc3)nc2c1=O (stereo not drawn)
→ -3	-10%	2%	-1%	3%	3%	-6	8	-6%	1
COc1ccc(C2C=C(c3cccs3)Nc3nc(CCCO)nn32)cc1 (stereo not drawn)
→ .	-3%	?	.	1%	-8%	.	2	?	24
Cc1cc(=O)oc2cc(OCC(=O)NC3CCN(Cc4ccccc4)CC3)ccc12
→ -5	9%	2%	-7%	9%	6%	16	4	-2%	-5
Cc1ccc2oc(C(=O)N3CCC(O)(c4ccccc4)CC3)c(C)c2c1
→ -12	-8%	-2%	2%	8%	2%	6	7	-2%	?
COc1ccc(S(=O)(=O)N2CCC(C(=O)NCc3ccccn3)CC2)cc1OC
→ 3	-1%	4%	10%	1%	0%	-4	5	20%	0
CCN1CCN(C(=O)c2ccc(Cl)c(S(=O)(=O)N3CCCCCC3)c2)CC1
→ 1	-3%	0%	-8%	5%	-2%	1	3	3%	14
O=C(O)CSCC(=O)N(Cc1ccccc1)c1nc(-c2ccccc2)c(-c2ccccc2)s1
→ 0	-2%	-20%	3%	-4%	2%	-3	-47	-13%	1
COc1ccc2c(c1)c(N=O)c(O)n2C
→ 1	17%	4%	7%	-2%	-3%	-1	-4	-15%	-1
CCOC(=O)N1CCN(C(=O)CC(C(=O)N2CCc3ccccc32)n2ccnc2)CC1 (stereo not drawn)
→ 5	?	-3%	3%	-1%	9%	29	8	-17%	0
O=C(NCC(=O)N1CCN(c2ccccc2O)CC1)c1ccc2ccccc2c1
→ -10	?	0%	4%	-3%	11%	-4	-4	6%	13
CC(=O)Nc1ccc(C(=O)CSc2nc3ccc(C)cc3[nH]2)cc1
→ 28	?	-2%	2%[46.1 µM]	-3%	5%	1	-9	-7%	1
CCCCN(C(=O)c1cc(-c2ccncc2)nc2ccccc12)c1c(N)n(CC(C)C)c(=O)[nH]c1=O
→ -7	12%	5%	-1%	.	-1%	-16	.	-6%	.
CC1C(=O)Nc2ccc(S(=O)(=O)N3CCN(c4cccc(C(F)(F)F)c4)CC3)cc2NC1=O (stereo not drawn)
→ -33	-14%	-8%	8%	-10%	-5%	-11	4	5%	-3
COc1cc(/C=N/NC(=O)CCN2CCN(c3ccccc3)CC2)cc(OC)c1OC
→ -11	?	-3%	-7%[46.1 µM]	-5%	-1%	-5	5	4%	-1
COc1ccc(/C=N/NC(=O)Cn2cnc3c2c(=O)n(C)c(=O)n3C)cc1
→ -2	-12%	-1%	1%	-1%	-9%	-3	3	-17%	1
CCOC(=O)N1CCC(N2CCN(S(=O)(=O)c3ccc(OC)cc3)CC2)CC1
→ 22	-5%	0%	4%	-5%	2%	-2	-8	0%	6
CCC(=O)N1CCc2cc(S(=O)(=O)CCC(=O)NC3CCCCC3)ccc21
→ -2	-2%	-1%	-4%	1%	-19%	13	-5	13%	1
CC(=O)Nc1ccc(C(=O)Nc2ccc3c(c2)OCCO3)cc1
→ -7	?	-1%	7%	-1%	-9%	7	-5	6%	3
CCOc1ccc(NC(=O)CC2C(=O)N(c3ccccc3)C(=O)N2Cc2ccco2)cc1 (stereo not drawn)
→ 0	-1%	1%	.	-1%	2%	-24	-5	-12%	-1
CCN(CC)c1ccc(NC(=O)c2cccnc2)cc1
→ 7	.	.	3%	5%	.	-4	.	.	?
COc1cccc(-c2nc(Oc3cc(C)cc(C)c3)c3ccccc3n2)c1O
→ .	?	-1%	6%[46.1 µM]	-4%	7%	.	12	-8%	3
O=C(O)c1ccc(NC(=S)NC(=O)C(c2ccccc2)c2ccccc2)cc1
→ 1	8%	0%	2%	-2%	1%	0	-20	3%	-3
